Source: PubChem
JMJD2A Tudor: JMJD2A Tudor domain (human) inhibition; O75164; AlphaScreen JMJD2A-Tudor / H3K4me3 peptide binding; Potency, µM (top dose mostly 114 µM), for the others: at the top dose activity change, negative = inhibition, most hits filed as inhibitors; actives 4.4% (n = 390,000); note: potency is the fitted concentration of half-maximal effect; % is set by controls: 0 for no effect and ±100 for the full control effect; nearly all actives have a fitted effect of over 50% in size
Pin1 inhibitor: human Pin1 inhibition; Q13526; Pin1 FP peptide displacement, HiFluor488, 10 min; actives 0.009% (n = 390,000); Potency, µM (series often up to 115 µM), for inactives: at the top dose activity, negative = inhibition, most hits filed as inhibitors; active = well fitted inhibition curve with a large enough effect in the polarisation, with a control signal flat, not every such curve was filed as active; inconclusive = small, poorly fitted or top-dose-only effect, or effect the other way, or a change in a side signal; inactive = no such curve, though single readings can be large or run the other way; the % refers to the polarisation; note: potency is the fitted concentration of half-maximal effect; % is set by controls: 0 for no effect and ±100 for the full control effect
POLH inh: inhibitors of human DNA polymerase eta; Q9Y253; recombinant Pol eta, fluorescent DNA replication assay; Potency, µM (doses to about 114 µM), for the others: at the highest dose activity change, negative = inhibition, usual class: inhibitors; actives 1.2% (n = 390,000); AID 588591; note: potency is the fitted concentration of half-maximal effect; % is set by controls: 0 for no effect and ±100 for the full control effect
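Fluorescent replication assay: 50 nM final substrate added after a 15 min room-temperature compound preincubation with 10 nM enzyme. Signal taken at 0 min and again at 10 min.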
Tb PGK inh: T. brucei PGK inhibition; Potency, µM (top dose mostly 57.5 µM), for the others: top-dose activity change, negative = inhibition, hits mostly inhibitors; AID 602233; PGK/GAPDH coupled, Kinase-Glo luminescence, 60 min; actives 0.043% (n = 380,000); P07378; note: potency is the fitted concentration of half-maximal effect; % is set by controls: 0 for no effect and ±100 for the full control effect; nearly all actives have a fitted effect of over 60% in size
Target sequence (P07378 whole entry, looked up): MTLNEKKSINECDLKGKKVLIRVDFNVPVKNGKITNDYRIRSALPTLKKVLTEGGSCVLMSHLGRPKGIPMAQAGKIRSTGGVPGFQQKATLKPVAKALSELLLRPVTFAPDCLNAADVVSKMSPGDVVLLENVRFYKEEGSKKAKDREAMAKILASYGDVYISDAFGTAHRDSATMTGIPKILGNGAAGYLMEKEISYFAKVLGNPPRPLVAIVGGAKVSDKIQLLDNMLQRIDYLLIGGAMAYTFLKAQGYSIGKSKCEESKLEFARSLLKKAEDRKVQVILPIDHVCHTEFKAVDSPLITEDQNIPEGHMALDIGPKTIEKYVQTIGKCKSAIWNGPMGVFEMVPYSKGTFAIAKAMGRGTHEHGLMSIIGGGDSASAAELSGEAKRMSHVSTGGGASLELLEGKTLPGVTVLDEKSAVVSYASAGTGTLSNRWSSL
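Recombinant glycosomal PGK reaction used 1,3-bisphosphoglycerate generated in-well by GAPDH (100nM final) in 100mM TEA pH 7.6, 5mM MgCl2, 0.01% Tween-20. After 60 minutes at room temperature, ATP was read by Kinase-Glo Plus luminescence end-point.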
PI4K2A block: inhibitors of human PI4K2A; Q9BTU6; purified PI4K2A, ADP-Glo luminescence, 1 h; stronger effect = lower value; activity change, negative = inhibition, % at 76.9 µM; actives 0.13% (n = 420,000); AID 1346378; in the data active = activity change below about -50%; inconclusive = mostly about -30% to -49%;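 note: -100% = wells without enzyme as full effect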
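ADP-Glo luminescence measured ADP generated by PI4K2A enzyme (4 ug/mL before mixing) with 1.2 mM PI substrate (pre-mix) and 300 microM ATP (pre-mix). Tris pH7.5 buffer with MgCl2, Triton X-100; 1 h reaction at ambient temperature.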
G9a block: blocks human histone lysine methyltransferase G9a. Potency, µM (titrated, usually from 102 µM), for the others: top-dose activity, negative = inhibition, usual class: inhibitors. actives 8.8% (n = 350,000). G9a H3K9 monomethylation, AlphaScreen, 2 h. AID 504332; note: potency is the fitted concentration of half-maximal effect; % is set by controls: 0 for no effect and ±100 for the full control effect; nearly all actives have a fitted effect of over 75% in size
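Enzyme 20 nM + cpd, 15 min RT; add b-H3K9 pep 500 nM / SAM 20 uM; 2 h RT; anti-H3K9me1 Ab 0.5 ug/mL + SA donor / anti-rabbit acceptor beads 20 ug/mL each, 10 min; AlphaScreen read.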
HP1b chromo inh: HP1-beta chromodomain-methylated histone interaction inhibition; P83916; AlphaScreen HP1-beta / biotin-H3K9me3 peptide binding; Potency, µM (doses to about 114 µM), for the others: at the highest dose activity change, negative = inhibition, actives largely listed as inhibitors; actives 0.56% (n = 390,000); AID 540317; note: potency is the fitted concentration of half-maximal effect; nearly all actives have a fitted effect of over 70% in size; inactives centre near 23
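HP1-beta protein (50 nM final) preincubated 30 min at room temperature with biotinylated H3(1-18)K9me3 peptide (50 nM) in PBS pH 7.4, 0.01% Tween-20, then compound added for 30 min. AlphaScreen streptavidin donor/nickel chelate acceptor beads (10 ug/mL final), 30 min dark, luminescence read.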
GLS inhibitor: glutaminase GLS (human) inhibition | GLS enzymatic activity, qHTS titration | Potency, µM (series often up to 45.5 µM), without a hit: at the highest dose activity change, negative = inhibition, hits mostly inhibitors | actives 0.21% (n = 410,000); note: potency is the fitted concentration of half-maximal effect; % is set by controls: 0 for no effect and ±100 for the full control effect
Target sequence (O94925 whole entry, looked up): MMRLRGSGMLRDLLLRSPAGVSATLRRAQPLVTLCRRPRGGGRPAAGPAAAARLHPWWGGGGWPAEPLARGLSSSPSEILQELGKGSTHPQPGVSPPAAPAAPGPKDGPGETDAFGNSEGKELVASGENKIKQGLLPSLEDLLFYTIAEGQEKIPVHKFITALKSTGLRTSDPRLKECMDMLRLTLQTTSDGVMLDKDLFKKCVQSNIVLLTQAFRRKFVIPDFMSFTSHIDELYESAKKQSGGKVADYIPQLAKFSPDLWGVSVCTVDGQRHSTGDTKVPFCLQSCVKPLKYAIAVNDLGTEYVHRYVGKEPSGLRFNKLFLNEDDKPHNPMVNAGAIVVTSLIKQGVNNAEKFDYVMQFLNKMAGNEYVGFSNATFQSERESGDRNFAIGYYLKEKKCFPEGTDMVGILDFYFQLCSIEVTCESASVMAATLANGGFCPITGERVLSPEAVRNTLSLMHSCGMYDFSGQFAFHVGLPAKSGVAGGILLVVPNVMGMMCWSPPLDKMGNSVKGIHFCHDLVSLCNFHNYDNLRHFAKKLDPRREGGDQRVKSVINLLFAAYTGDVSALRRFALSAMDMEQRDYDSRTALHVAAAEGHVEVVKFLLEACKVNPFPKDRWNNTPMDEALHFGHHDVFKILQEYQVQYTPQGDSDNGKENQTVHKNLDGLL
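hKGA in 45 mM KH2PO4 pH 8.2, 0.02% Tween-20 with pin-transferred compounds; 1 mM L-glutamine (stock) plus glutamate oxidase/HRP/Amplex Red coupling added. Fluorescence read initially and after 30 min at RT.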
BAZ2B block: blocks human BAZ2B; Q9UIF8; AlphaScreen BAZ2B-H3K14Ac peptide displacement; Potency, µM (highest dose often 114 µM), inactives show at the top dose activity change, negative = inhibition, usual class: inhibitors; actives 4.4% (n = 360,000); AID 504333; note: potency is the fitted concentration of half-maximal effect; % is set by controls: 0 for no effect and ±100 for the full control effect; nearly all actives have a fitted effect of over 60% in size
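In this displacement format the biotinylated H3(5-23) peptide acetylated at Lys14 serves as ligand at 50 nM, with BAZ2B at 50 nM in PBS pH 7.4 containing 0.01% Tween-20. Donor and acceptor beads are 10 ug/mL final.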
* = called active by the depositor; i = inactive; ? = inconclusive; · = not tested or not shown; & = joins results of further samples; [ ] = remark or other dose. Unless noted, calls come from the whole dose curve; as a rule, active = well fitted curve in the direction sought with a large enough effect; inconclusive = small, poorly fitted or top-dose-only effect, or another doubt; inactive = no such curve, though single readings can be large; an effect the other way counts as inactive or inconclusive. Some of the compounds tested. The share of hits here may be higher or lower than overall.

SMILES | JMJD2A Tudor | Pin1 inhibitor | POLH inh | Tb PGK inh | PI4K2A block | G9a block | HP1b chromo inh | GLS inhibitor | BAZ2B block
Cc1cc(C)c(C)c(S(=O)(=O)N[C@@H](C)C(=O)OC(C)C(=O)NC(N)=O)c1C (stereo not given in full) | 2% | -2% | -13% | 3% | 7 | 9%[12.7 µM] | 41%[activator] | 0% | 5%
O=C(COC(=O)c1cn(-c2ccccc2)nc1-c1cccnc1)NC1CC1 | -12% | -1% | -22% | 6% | -1 | 2% | 34% | -1% | -19%
O=C(/C=C/c1ccco1)Nc1cc(Cl)ccc1C(=O)O | ? | -4% | 10µM* | -17% | 0 | 8.9µM* | -6% | ? | ?
Cc1cc(NC(=O)c2ccc3c(c2)N(Cc2cccc(Cl)c2)C(=O)c2ccccc2S3(=O)=O)ccc1Br | -19% | 49%[activator] | -5% | 1% | -10 | -42%[59 µM] | 20% | -12% | -15%
CCSc1nc2ccccc2c(OCc2ccc(Cl)cc2)c1C(=O)OC | 141%[activator] | 0% | -18% | i | -2 | 86%[activator][59 µM] | 132%[activator] | -8% | 199%[activator]
O=C(NCC1(N2CCOCC2)CCCCC1)c1ccc(S(=O)(=O)Nc2ccccc2F)cc1 | -16% | 4% | 5% | -3% | 0 | · | 14% | 5% | -4%
CN1OC[C@@H]2CN(C(=O)C(C)(C)C)[C@H](c3cccc(-c4ccccc4)c3)C[C@@H]21 | 8% | -12% | -6% | -4% | -3 | · | 38% | 0% | ·
COc1ccc(S(=O)(=O)N(C)CC(=O)NCCCN2CCOCC2)cc1C | -9% | 9% | -1% | 2% | 18 | · | 20%[57 µM] | 1% | ·
O=C(Nc1ccc2nc(SCc3ccccc3)sc2c1)c1ccccc1F | -3% | ? | -20% | 4% | 1 | 0%[59 µM] | 50%[activator] | 6% | -4%
O=C(N/N=C/c1ccncc1)c1sc2ccccc2c1Cl | 5% | -18% | -14% | i | -3 | 8%[0.501 µM] | 43%[activator] | -6% | ?
CC1(C)Cc2c(sc(NC(=O)c3ccc(C(=O)c4ccccc4)cc3)c2C(N)=O)C(C)(C)N1 | -28% | 17% | 8% | -8% | -3 | · | 15% | 15% | -36%
COc1cc(OC)nc(NC(=O)NS(=O)(=O)c2ccc(F)cc2)n1 | -12% | -1% | 1% | i | 2 | 15% | 5% | 1% | -21%
Cc1ccc(C)c(C(C)NC(=O)c2ccccc2Br)c1 (stereo not given) | -4% | 0% | -9% | -1% | -3 | 17%[59 µM] | 16% | 6% | 8%
O=C(COc1ccc(Cl)cc1)OCC(=O)N1CCOCC1 | -7% | 6% | -5% | -7% | -15 | · | 36% | -8% | ·
CCOC(=O)N1CCN(Cc2nc3cc(NC(=O)CC)ccc3n2CC)CC1 | 9% | -1% | -19% | · | 6 | 24%[0.501 µM] | 70%[activator] | -10% | -4%
COc1ccc(OC)c(NC(=O)c2ccc(CSc3ncccn3)cc2)c1 | -21% | 0% | -22% | i | 2 | -26% | 2% | -2% | -31%
CCOC(=O)N1CCN(C(=O)CSCc2ccccc2C)CC1 | 11% | -5% | -22% | -4% | 6 | 19%[12.7 µM] | 21% | 0% | -29%
O=C(O)c1cccc(NC(CNS(=O)(=O)c2ccc(Cl)cc2)c2ccccc2)c1 (stereo not given) | -23% | -3% | -10% | -11% | -2 | ? | 6% | 26% | 79µM*
NS(=O)(=O)c1ccc(CNC(=O)Cc2c(F)cccc2Cl)cc1 | -10% | 0% | -6% | 9% | -11 | · | 20% | -3% | -7%
Cc1cccc(NC(=O)CCS(=O)(=O)c2cc(Br)cc3c2N(C(=O)C2CC2)CC3)c1C | -10% | 1% | -6% | -3% | -1 | -1%[59 µM] | 4% | -8% | 2%
COc1ccc(C(C)(C)C)cc1NC(=O)c1ccc2c(c1)SC1=NS(=O)(=O)CCN12 | -4% | -4% | -23% | -2% | -15 | -1% | 39%[activator] | -3% | -8%
CCC(Sc1nc(=O)cc(N)n1-c1cccc(C)c1)C(=O)Nc1cc(C)on1 (stereo not given) | -4% | 0% | -3% | -9% | -3 | -11%[12.7 µM] | 7% | 18% | -5%
CCO[C@@H]1OC(C(=O)N2CCCCCCC2)=C[C@H](c2csc3ccccc23)[C@H]1CCCO | -17% | 4% | -11% | 0% | 5 | 9%[12.7 µM] | 39%[activator] | -3% | -22%
Cc1nccc(-c2ccc(-n3cnc4ccccc43)cc2)n1 | -2%[11.4 µM] | 2% | -11% | 1% | -2 | ? | -11% | 6% | 1%
O=C(Oc1cccc(/C=N/Nc2nc(Nc3ccccc3)nc(N3CCOCC3)n2)c1)c1ccco1 | -27% | 3% | -13% | -1% | 2 | -14%[59 µM] | ? | 6% | -39%
O=C(Cn1cnc2c(NCc3ccccc3)ncnc21)NCc1nc2ccccc2[nH]1 | -24% | 0% | -6% | -7% | 2 | · | 39% | 3% | ·
CC1CCCCN1CCCNC(=O)c1ccc2c(c1)NC(=O)CN2C (stereo not given) | · | · | -6% | i | 2 | · | · | 5% | ·
NC(=O)c1ccc[n+](CC(=O)Nc2ccccc2C(=O)O)c1 | -18% | -6% | -3% | i | -1 | ? | 87%[activator] | -17% | -1%
CN1CCN(NC(=O)c2ccc(S(=O)(=O)N3CCCCCC3)cc2)CC1 | -18% | -3% | 2% | -2% | -5 | -39% | 30% | 2% | -6%
Cc1cc(NC(=O)CSc2nc(-c3cccs3)cc(C(F)(F)F)n2)no1 | -5% | 1% | -3% | -5%[11.5 µM] | -1 | -7% | 18% | 4% | -4%
CN(C)S(=O)(=O)c1ccc(Cl)c(NC(=O)COC(=O)CNS(=O)(=O)c2c(F)cccc2F)c1 | 1% | -2% | -15% | 4% | 3 | · | 32% | 0% | ·
CCOC(=O)C1(C)/C(=N/Nc2ccc(S(N)(=O)=O)cc2)C(=O)C(=O)N1c1ccccc1 (stereo not given) | -35% | 2% | -21% | -3% | -3 | 35µM* | -18% | 6% | -26%
CCc1nnc(NS(=O)(=O)c2ccc(NS(=O)(=O)c3ccccc3[N+](=O)[O-])cc2)s1 | -4% | ? | 6% | -4% | -3 | ? | 20% | 1% | -7%
COCCCNC(=O)c1[nH]c2cc(OC)ccc2c1Sc1ccc(C)cc1 | -24% | 11% | -13% | i | 1 | -36%[59 µM] | 71%[activator] | 3% | ?
CCCc1nnc(SCC(=O)NC2CC2)n1CC | -5% | -1% | 5% | -5% | 4 | 21% | 31%[57 µM] | -14% | -15%
O=C(NCc1ccccc1Cl)C1CCCN(S(=O)(=O)c2cccc3nsnc23)C1 (stereo not given) | ? | 20% | -15%&-6% | -1% | 0&0 | 1%[59 µM] | -1%&-16% | -12%&0% | 8%
Cc1cc(NC(=O)Cn2c(=O)c3c(ncn3CC(C)C)n(Cc3ccccc3)c2=O)no1 | -12% | -2% | -13% | i | -2 | ? | 41%[activator] | -1% | -5%
Clc1ccc(Oc2cnns2)cc1Cl | 18% | -1% | -4% | 6% | -2 | 51%[activator] | 53%[activator] | 13% | 12%
Cc1cc(C(=O)OCC(=O)NCc2ccc(F)cc2)c2ccccc2n1 | -2% | -3% | -12% | -3% | 7 | 15%[12.7 µM] | 28% | -10% | 4%
CC(NC(=O)C1CCN(C(=O)c2ccc(F)cc2)CC1)c1ccc(S(N)(=O)=O)cc1 (stereo not given) | -7% | 0% | -18% | -9% | -3 | · | 42%[activator] | -4% | ·
Oc1c(/C=N/c2ncn[nH]2)ccc2ccccc12 | ? | ? | -20% | 1% | 2 | 2.2µM* | 28% | -3% | -3%
COc1ccc(-c2nn(-c3ccc(C)c(Cl)c3)c3c2cnc2cc(OC)c(OC)cc23)cc1 | -1% | 1% | -3% | i | -1 | 23%[59 µM] | 39% | 5% | -16%
CN(C(=O)CSc1nnc(-c2ccco2)n1N)C1CCCCC1 | -6% | 0% | 1% | 0% | 4 | -1% | 40%[activator] | -2% | 0%
O=C(O)c1cnc(-c2ccccc2)nc1Oc1ccc(Cl)cc1 | -5% | -8% | -20% | i | 2 | -32% | 18% | 25% | -18%
Cc1cccc(CCNC(=O)c2cccc3c2C(=O)N(C2CCCCC2)C3)c1 | -23% | -3% | ? | -12% | 4 | 4% | 42%[activator] | 5% | ?
COc1ccc(-c2csc(NC(=O)CN3C(=O)NC4(CCCC4)C3=O)n2)cc1OC | -21% | -9% | -11% | 4% | 0 | 56µM* | -2% | 7% | -22%
Cc1ccccc1C(=O)NNC(=S)NC(=O)c1ccc(Cl)cc1Cl | -8% | 4% | -3% | 0% | 1 | ? | 8% | 0% | 2%
Cc1cnc(CN(C)Cc2c(C(=O)N3CCc4ccccc4C3)nc3ccc(Cl)cn23)[nH]1 | -30% | -3% | -5% | -6% | 0 | 18%[0.501 µM] | 16% | 0% | -5%
C[C@@H]1CN([C@H](C)CO)C(=O)Cc2cc(NC(=O)CCC(F)(F)F)ccc2O[C@@H]1CN(C)C(=O)Nc1ccccc1 | -18% | 1% | -13% | -8% | 2 | · | 48%[activator] | 2% | ·
O=C(Nc1ccccc1)c1cccc(N2C(=O)C3C4C=CC(C5CC45)C3C2=O)c1 (stereo not given) | -14% | -2% | -18% | -9% | 1 | 15% | 25% | -7% | -14%
Cc1ccc2nc(N(CCCN(C)C)C(=O)c3cc(-c4cccs4)nc4ccccc34)sc2c1 | 14µM* | -3% | -13% | -7% | 1 | 40µM* | ? | -1% | 25µM*
